TDP1 cell CPT – DT40-hTDP1 cell growth loss with CPT. 12% of 420,000 active. chicken DT40 Tdp1-/-;hTDP1 cells + 20 nM CPT, ATP luminescence, 48 h. Potency, µM (titrated, usually from 46.2 µM), for inactives: at the highest dose activity change, negative = growth inhibition, actives largely listed as inhibitors. AID 686979; further: nearly all actives have a fitted effect of over 55% in size
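Cell growth measured by CellTiter-Glo luminescence after a minimum 48 h, 37 C compound exposure with 20 nM CPT in Tdp1-knockout DT40 cells stably expressing hTDP1, seeded 400/well; qHTS titration format.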
DT40 TDP1 no CPT – qHTS for Inhibitors of human tyrosyl-DNA phosphodiesterase 1 (TDP1): qHTS in cells in absence of CPT; DT40 Tdp1-/- hTDP1 cells, no CPT, ATP luminescence, 48 h; 15% of 420,000 active; Potency, µM (titrated, usually from 46.2 µM), for the others: at the highest dose activity change, negative = growth inhibition, usual class: inhibitors; further: nearly all actives have a fitted effect of over 55% in size
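Chicken DT40 Tdp1-/- cells complemented with human TDP1, screened without camptothecin (DMSO vehicle only), 400 cells/well. Compounds pin-transferred, cells incubated at 37 °C for at least 48 hr. Growth read as ATP-dependent luminescence (CellTiter-Glo, 30 min at RT).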
KAT2A inh – inhibitors of human GCN5L2 histone acetyltransferase; Q92830; AID 504327; Potency, µM (titrated, usually from 58.9 µM), for inactives: at the top dose activity change, negative = inhibition, hits mostly inhibitors; GCN5L2 HAT assay, ThioGlo1 CoA-SH fluorescence; 0.21% of 390,000 active
Target sequence (Q92830 whole entry, looked up): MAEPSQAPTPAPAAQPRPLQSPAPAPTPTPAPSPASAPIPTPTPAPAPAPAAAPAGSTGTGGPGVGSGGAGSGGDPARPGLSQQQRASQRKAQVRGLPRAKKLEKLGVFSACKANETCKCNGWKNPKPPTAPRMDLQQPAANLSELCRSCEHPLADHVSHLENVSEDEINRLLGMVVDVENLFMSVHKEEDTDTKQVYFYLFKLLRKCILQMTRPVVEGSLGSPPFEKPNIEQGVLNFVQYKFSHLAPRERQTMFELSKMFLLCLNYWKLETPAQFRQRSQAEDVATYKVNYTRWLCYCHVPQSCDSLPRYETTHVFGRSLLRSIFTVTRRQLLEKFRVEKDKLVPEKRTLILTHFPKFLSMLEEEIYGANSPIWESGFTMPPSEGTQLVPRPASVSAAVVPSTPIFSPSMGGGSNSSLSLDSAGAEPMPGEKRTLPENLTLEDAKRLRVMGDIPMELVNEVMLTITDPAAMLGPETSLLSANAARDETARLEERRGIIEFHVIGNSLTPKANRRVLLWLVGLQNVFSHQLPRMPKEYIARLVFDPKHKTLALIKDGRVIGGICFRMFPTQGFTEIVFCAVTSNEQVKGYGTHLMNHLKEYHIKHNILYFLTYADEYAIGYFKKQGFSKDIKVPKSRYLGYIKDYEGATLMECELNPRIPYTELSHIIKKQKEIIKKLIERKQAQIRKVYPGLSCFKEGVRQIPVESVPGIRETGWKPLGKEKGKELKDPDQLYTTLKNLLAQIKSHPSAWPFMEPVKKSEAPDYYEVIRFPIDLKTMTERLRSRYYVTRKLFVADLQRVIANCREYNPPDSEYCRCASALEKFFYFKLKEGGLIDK
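Enzyme at 20nM final was mixed with library compounds for 15 min at room temperature. Peptide H3(1-25) at 75uM, acetyl-CoA at 70uM and ThioGlo1 at 50uM were then added. Plates were read immediately and after 20 min (Ex340nm/Em540nm).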
* = called active by the depositor; ? = inconclusive; · = not tested or not shown; & = joins results of further samples. The call rests on the fitted dose curve; in most records, active means well fitted curve in the direction sought with a large enough effect; inconclusive means small, poorly fitted or top-dose-only effect, or another doubt; inactive means no such curve, though single readings can be large; an effect the other way counts as inactive or inconclusive. On the % scale 0 is the no-effect control and ±100 the full control effect; potency means the concentration at half of the fitted maximal effect.

SMILES	TDP1 cell CPT	DT40 TDP1 no CPT	KAT2A inh
COc1ccc(CN(C(=O)COc2ccc(C)c(C)c2)C2CCS(=O)(=O)C2)cc1OC (stereo unspecified)	?	?	?
CCCCc1ccc(NC(=O)CSc2nc(=O)n(CCN(C)C)c3c2CCC3)cc1	?	?	-4%
COc1ccc(Cc2nnc(NS(=O)(=O)c3ccc(NC(C)=O)cc3)s2)cc1	1%	4%	-4%
CCOc1ccc2oc(C(=O)Nc3ccc(C)cn3)c(C)c2c1	?	18µM*	·
O=[N+]([O-])c1ccc(CSCc2ccc([N+](=O)[O-])cc2)cc1	-4%	8%	·
Cc1cc2c(cc1C)N(Cc1ccccc1)C1=NCCCN12	13µM*	13µM*	-2%
O=C(Cc1cccc2ccccc12)Nc1ccccc1	23µM*	?	·
CCOC(=O)C1=C(C)OC(N)=C(C#N)C1c1cc2c(cc1[N+](=O)[O-])OCO2 (stereo unspecified)	5%	10%	-5%
O=C(NCc1ccccn1)C(=O)Nc1nc(-c2ccccc2)cs1	0%	-16%	-1%
CN(CCCn1ccc(NC(=O)OCc2ccccc2)nc1=O)CCc1ccccn1	-3%	2%	·
COc1ccc([C@H]2CC(=O)C=C(c3cccc(C(C)C)c3)C2)cc1	?	?	?
NC1=NC[C@H](Cc2ccccc2)N1CC1CCCCC1	10µM*	12µM*	·
COc1cccc(-c2cncnc2NCc2cnc(C)cn2)c1	4.6µM*	3.7µM*	-1%
Cc1cc(C)nc(NC(=O)C(c2ccccc2)c2ccccc2)c1	?	15µM*	-6%
COc1cc(C(CCN2CCCC(C)C2)c2c(OC)cc(OC)c3c(-c4ccccc4)cc(=O)oc23)cc(OC)c1OC (stereo unspecified)	?	18µM*	-5%
CCN(CC(=O)Nc1c(F)cccc1F)C(=O)COc1ccc2c(C)cc(=O)oc2c1	0%	-10%	-7%
CCN1C=C(Cc2ccc(F)cc2)C2=C(C1)C(c1ccc(F)cc1)C(C#N)=C(N)O2 (stereo unspecified)	?	16µM*	-2%
O=C(COC(=O)C1CCN(/C=C/C(=O)C(F)(F)F)CC1)Nc1cccc(F)c1	4%	-22%	-5%
Cc1ccsc1CCN1C(=O)N(c2ccc(F)cc2)C(=O)C1CC(=O)Nc1ccccc1 (stereo unspecified)	?	23µM*	-2%
Nn1c(SCC(=O)Nc2ccccc2)nnc(Cc2ccccc2)c1=O	-2%	-6%	-20%
C[C@@H]1CN([C@H](C)CO)C(=O)c2cc(NC(=O)Nc3ccc(C(F)(F)F)cc3)ccc2O[C@H]1CN(C)S(=O)(=O)c1ccccc1	?	?	-12%
CCc1ccc(N(CC(=O)NC(C)(C)C)C(=O)CNC(=O)c2cccs2)cc1	-3%	0%	1%
Cc1ccc(S(=O)(=O)NCC(=O)OCc2cc(=O)oc3c(C)c(C)ccc23)cc1C	-20%	-26%	-1%
N#Cc1cccc(C(=O)Nc2cc(S(=O)(=O)N3CCOCC3)ccc2N2CCCC2)c1	18%	-6%	3%
Cc1ccc2c(c1)N(Cc1cccc(C#N)c1)C=NS2(=O)=O	0%	?	-2%

Next section:
SMILES	TDP1 cell CPT	DT40 TDP1 no CPT	KAT2A inh
O=C(Nc1ccc(Cl)c(C(F)(F)F)c1)C1Cc2c(-c3ccccc3)ccnc2O1 (stereo unspecified)	?	?	·
Cc1ccc(S(=O)(=O)Cc2ccc(C(=O)NCCc3ccccc3)o2)cc1	-27%	-12%	2%
NC(N)=NC(N)=Nc1cccc(Cl)c1	?	21µM*	-2%&-28%
CCn1c(-c2nonc2NC(=O)c2ccccc2)nc2ccccc21	?	-18%	3%
CCS(=O)(=O)c1cccc(C(=O)Nc2ccc(-c3nc4ccccc4s3)c(O)c2)c1	?	?	-29%
CCOC(=O)C1CCCN(C(=O)c2cc(S(=O)(=O)N3CCCCC3)ccc2C)C1 (stereo unspecified)	-2%	?	0%
CC(C)CNS(=O)(=O)c1ccc(CCC(=O)N2CCN(Cc3ccccc3)CC2)cc1	-29%	-29%	3%
Cc1ccccc1CNC(=O)c1nn(-c2ccccc2F)nc1CO	-1%	-3%	4%
COc1ccc(C(=O)NC(=S)NCc2cccnc2)cc1OC	-21%	?	-6%
C/C(=N\NS(=O)(=O)c1ccccc1)c1cccc(NC(=O)c2cccc(Cl)c2)c1	-6%	-2%	-9%
COc1cc(NC(=O)CCc2nnc3ccc(N4CCC5(CC4)OCCO5)nn23)cc(OC)c1	-13%	1%	-1%
CCOc1ccc(N=C2NC(=O)SC2CC(=O)OC)cc1 (stereo unspecified)	-3%	-10%	-2%
COc1ccc(C)cc1NC(=O)Cc1ccc(NC(=O)N2CCCCc3ccccc32)cc1	?	?	-4%
Cn1nc(-c2ccc(OCC(=O)Nc3cccc(C(F)(F)F)c3)cc2)c2ccccc2c1=O	?	?	-5%
N#Cc1cccc(NC(=O)COC(=O)C2CCC2)c1	1%	-18%	-8%
Cc1nc(N2CCN(C(=O)c3cccs3)CC2)c2c3c(sc2n1)CCCC3	?	?	-3%
COC(=O)c1sc(NC(=O)c2ccncc2)nc1C	-13%	-10%	-9%
O=C(CN1C(=O)CSc2cc(S(=O)(=O)N3CCCCCC3)ccc21)NCCc1ccccc1	?	?	-18%
CCOC(=O)c1cc(S(=O)(=O)N2CCN(c3cccc(C)c3C)CC2)[nH]n1	?	?	1%
CC1(c2ccccc2)C(C#N)C(=O)NC(=O)C1C#N (stereo unspecified)	-1%	0%	·
CCOc1ccccc1/C=C(/C#N)C(N)=O	-1%	1%	-2%
CCOc1ccc(NS(=O)(=O)c2ccc(OCC(=O)NCc3ccncc3)cc2)cc1	4%	-19%	-17%
COc1ncc(-c2ccc(N3C(c4ccsc4)=Cc4ccccc4C3CC(C)=O)cc2)cn1 (stereo unspecified)	?	?	·
CN(C)C(=O)CSc1nnc(Cc2ccc([N+](=O)[O-])cc2)o1	-16%	-9%	-2%
Cc1ccccc1NC(=O)C(C)c1cccc(C(=O)c2ccccc2)c1 (stereo unspecified)	-14%	?	-4%

Record cards, as listed above. Values in the order: TDP1 cell CPT	DT40 TDP1 no CPT	KAT2A inh
Shown for Cn1nc(-c2ccc(OCC(=O)Nc3cccc(C(F)(F)F)c3)cc2)c2ccccc2c1=O : ?	?	-5%
Shown for O=C(Nc1ccc(Cl)c(C(F)(F)F)c1)C1Cc2c(-c3ccccc3)ccnc2O1 (stereo unspecified) : ?	?	·
Shown for CC1(c2ccccc2)C(C#N)C(=O)NC(=O)C1C#N (stereo unspecified) : -1%	0%	·
Shown for CCOc1ccccc1/C=C(/C#N)C(N)=O : -1%	1%	-2%
Shown for Cc1ccccc1NC(=O)C(C)c1cccc(C(=O)c2ccccc2)c1 (stereo unspecified) : -14%	?	-4%

New compounds follow:
SMILES	TDP1 cell CPT	DT40 TDP1 no CPT	KAT2A inh
Cc1ccc(-c2nc(N/N=C/c3cccc([N+](=O)[O-])c3)c3ccccc3n2)cc1	13µM*	15µM*	?
CCC(Oc1ccccc1)C(=O)Nc1ccc(S(=O)(=O)Nc2cnc3ccccc3n2)cc1 (stereo unspecified)	?	-23%	-3%
CC(Oc1ccc(F)cc1)C(=O)Nc1cc(S(=O)(=O)N2CCCCC2)ccc1N1CCN(C)CC1 (stereo unspecified)	23µM*	?	·
CC1(C)CC(CC(=O)Nc2nccs2)(c2ccccc2)CCO1 (stereo unspecified)	-26%	?	-3%
O=C(C1CCC1)N1CCN(S(=O)(=O)c2ccccc2)CC1	-7%	-6%	2%
CCCCn1c(N)c(N(CCC)C(=O)C2CCCC2)c(=O)[nH]c1=O	0%	10%	3%
COc1ccc(Nc2oc(-c3ccc(Cl)cc3)nc2C#N)cc1	6.5µM*	2.9µM*	-3%
C/C=C\C=C/C(=O)Nc1cccc(C2=NOC3(C2)C[C@H](C(N)=O)N(C(=O)c2ccc(OC)cc2)C3)c1 (stereo partly specified)	-18%	-3%	-8%
Cc1ccccc1NC(=O)COc1ccc2oc3c(c2c1)CCCC3	16µM*	18µM*	-4%
CCCCSc1nnc(-c2ccccc2N)c(=O)[nH]1	?	?	2%
CC(=O)c1ccc(NC(=O)C2CCN(S(=O)(=O)c3cccc4nonc34)CC2)cc1	-1%	-6%	-12%
CCOc1ccc(NC(=O)CN2CCN(C3c4ccccc4-c4ccccc43)CC2)cc1	?	?	-3%
CC1(C#N)c2ccccc2C(Br)=CN1C(=O)c1ccccc1 (stereo unspecified)	?	?	?
CC(=O)C1(C)CCC2C3C=C(C)C4=CC(=O)CCC4(C)C3CCC21C (stereo unspecified)	18µM*	23µM*	·
CCC(=O)N1c2ccccc2CC1C(=O)NCc1ccc(CC)cc1 (stereo unspecified)	-21%	-26%	20%
CCOc1ccc(-c2n[nH]c(C)c2Oc2ccccc2OC)c(O)c1	?	?	-11%
CCOC(=O)C1=C(CC)Nc2ccccc2N/C1=N\S(=O)(=O)c1ccccc1OC	-14%	14%	-8%
CC(NCC(=O)NC(=O)NCCC1=CCCCC1)c1ccc(S(N)(=O)=O)cc1 (stereo unspecified)	-18%	-9%	·
CCOc1ccc(C(=O)Nc2c(C)nc(Nc3ccccc3)nc2Nc2ccccc2)cc1OCC	?	?	-14%
COC(=O)[C@]1(Sc2ccc(OC)cc2)CC(=O)N[C@@H]1c1ccccc1	?	18µM*	·
COc1ccc(NC(=O)Nc2c(O)ccc3ccccc23)cc1	?	?	·
Clc1ccc(C2CC(c3cccs3)n3ncnc3N2)cc1 (stereo unspecified)	9%	-5%	-4%
N#C/C=C(/N)N1CCN(c2ccc(Cl)c(Cl)c2)CC1	?	16µM*	-16%
CCN(C(=O)CSc1n[nH]c(-c2cc(Cl)ccc2OC)n1)C1CCS(=O)(=O)C1 (stereo unspecified)	-17%	-5%	5%
O=C(Oc1ccc2ccccc2c1)C1CCC1	-13%	-24%	11%

4 entries out of the list, sorted by count of non-hydrogen atoms, ascending.
SMILES	TDP1 cell CPT	DT40 TDP1 no CPT	KAT2A inh
CCCCSc1nnc(-c2ccccc2N)c(=O)[nH]1	?	?	2%
CCCCn1c(N)c(N(CCC)C(=O)C2CCCC2)c(=O)[nH]c1=O	0%	10%	3%
CCC(=O)N1c2ccccc2CC1C(=O)NCc1ccc(CC)cc1 (stereo unspecified)	-21%	-26%	20%
CC(Oc1ccc(F)cc1)C(=O)Nc1cc(S(=O)(=O)N2CCCCC2)ccc1N1CCN(C)CC1 (stereo unspecified)	23µM*	?	·

Next part
SMILES	TDP1 cell CPT	DT40 TDP1 no CPT	KAT2A inh
O=S(=O)(Nc1ccc2c(c1)OCCO2)c1cccs1	-5%	-16%	-20%
C=CCOc1ccc(C2NC(=S)NC(c3ccccc3)=C2C(C)=O)cc1OC (stereo unspecified)	?	-25%	-2%
COc1cc(NC(=O)Cn2cc(S(=O)(=O)N3CCC(C)CC3)c3ccccc3c2=O)cc(OC)c1OC	?	?	-11%
Cc1ccccc1-c1nnc(-c2cccc3ccccc23)o1	-14%	?	·
Cc1ccc(C(=O)O)c(C(=O)Nc2nc(C)cs2)c1	0%	0%	-5%
O=C1C=C(O)CC(c2ccco2)C1 (stereo unspecified)	-9%	-1%	5%
O=C(NCCc1ccccn1)c1ccc(S(=O)(=O)N2CCCCCC2)cc1	-4%	-23%	0%
Cn1nnnc1SCC(=O)N1CCCc2ccccc21	-8%	-24%	-3%
CN(C)c1cccc2c(C=C(C#N)C#N)ccc(N(C)C)c12	?	?	-3%
CCCC(=O)Nc1sc(C)c(-c2ccc(C(C)CC)cc2)c1C#N (stereo unspecified)	?	?	-21%
CCc1nc2ccccc2c(=O)n1NC(=O)c1c(O)c2ccccc2[nH]c1=O	21µM*	18µM*	-22%
COC(=O)c1ccccc1NC(=O)CN1CCN(Cc2ccccc2)CC1	?	?	3%
CC(C)(C)c1ccc(NC(=O)CCNC(=O)c2ccco2)cc1	-18%	-17%	-5%
Nc1ncc([N+](=O)[O-])c(Oc2ccccc2F)n1	-9%	-7%	-3%
CCOc1ccccc1N(C(=O)Nc1ccc(Cl)cc1)C1=NCCS1	-24%	?	0%
COc1ccc(-c2nc(CS(=O)(=O)CC(=O)NC3CCC(C)CC3)c(C)o2)cc1 (stereo unspecified)	?	-18%	-2%
COc1ccc(C(=O)Nc2ccc(Cn3ccnc3)cc2)cc1OC	21%	-4%	0%
COc1cc(NS(=O)(=O)c2ccc(NC(=S)NC(=O)c3ccc(Br)cc3)cc2)ncn1	-7%	-27%	-7%
CC(=O)Nc1ccc(S(=O)(=O)N(C)CC(=O)OCC(=O)N2CC(C)OC(C)C2)cc1 (stereo unspecified)	3%	-5%	-6%
COc1ccc(CNC(=O)c2cc(=O)c3cc(C)c(C)cc3o2)cc1	0%	-10%	-4%
COc1ccccc1CC(=O)Nc1cccc2c1CCCC2	-4%	?	-5%

The list is partial; count on the stated rates, not on these rows.
